High-throughput results deposited in PubChem BioAssay by several laboratories.
M4 antag – antagonists of human muscarinic M4 receptor (CHRM4); AID 624125; inhibition, % at 3 µM; actives 0.73% (n = 360,000); CHO-hM4 cells, ACh EC80, Fluo-8 calcium fluorescence;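 active = inhibition above its plate's cutoff, the mean inhibition of sample wells plus 3 SD, cut at about 27% in these data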;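 also: 0% = acetylcholine EC80 with DMSO and 100% = DMSO without agonist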
M1 PAM – human CHRM1 positive allosteric modulation; P11229; CHO-K1 hM1, Fluo-8 calcium fluorescence, ACh EC20; 0% = ACh EC20, 100% = maximal ACh; activation, % at 3 µM; actives 0.088% (n = 360,000); in the data active = activation above about 19%, passing the limit was not always enough
Target sequence (P11229 whole entry, looked up): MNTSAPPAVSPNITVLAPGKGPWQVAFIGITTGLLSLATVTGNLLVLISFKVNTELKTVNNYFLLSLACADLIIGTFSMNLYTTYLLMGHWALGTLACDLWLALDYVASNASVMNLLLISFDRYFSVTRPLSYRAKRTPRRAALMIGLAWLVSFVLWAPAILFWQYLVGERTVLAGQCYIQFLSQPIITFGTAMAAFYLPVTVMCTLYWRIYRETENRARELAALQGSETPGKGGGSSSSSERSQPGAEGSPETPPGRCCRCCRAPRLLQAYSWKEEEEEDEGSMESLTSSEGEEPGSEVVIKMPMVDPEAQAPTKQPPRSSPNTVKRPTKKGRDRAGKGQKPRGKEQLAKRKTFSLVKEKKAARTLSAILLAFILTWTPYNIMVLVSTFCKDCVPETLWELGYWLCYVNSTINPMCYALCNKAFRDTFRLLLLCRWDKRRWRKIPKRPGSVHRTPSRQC
M4 ag – agonists of human muscarinic M4 receptor (CHRM4); activation, % at 3 µM; CHO-K1 hM4/Gqi5, Fluo-8 calcium fluorescence; vehicle 0%, full acetylcholine response 100%; AID 624127; P08173; actives 0.14% (n = 360,000);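 active = activation above the run mean over all test wells plus 3 SD, cut at about 32% in these data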;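 also: peak over basal fluorescence ratio per well then scaled between controls; 0% = DMSO wells and 100% = acetylcholine at EC100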
CHRM4 PAM – CHRM4 positive allosteric modulation | P08173 | CHO-K1 hM4/Gqi5, Fluo-8 calcium fluorescence, ACh EC20; 0% = ACh EC20, 100% = maximal ACh | activation, % at 3 µM | actives 0.4% (n = 360,000) | AID 624126;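 active = activation above its plate's cutoff, the mean activation of sample wells plus 3 SD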; also: some results filed as inactive read as strong as hits
CHRM5 antagonist – antagonists of human muscarinic M5 receptor (CHRM5); P08912; actives 0.59% (n = 360,000); AID 624040; inhibition, % at 3 µM; CHO-hM5 cells, Fluo-8 calcium fluorescence, ACh EC80;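 active = inhibition above a per-plate cutoff, the mean of that plate's test compounds plus 3 SD, cut at about 27% in these data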;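 also: 0% = acetylcholine EC80 with DMSO and 100% = DMSO without agonist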
Target sequence (P08912 whole entry, looked up): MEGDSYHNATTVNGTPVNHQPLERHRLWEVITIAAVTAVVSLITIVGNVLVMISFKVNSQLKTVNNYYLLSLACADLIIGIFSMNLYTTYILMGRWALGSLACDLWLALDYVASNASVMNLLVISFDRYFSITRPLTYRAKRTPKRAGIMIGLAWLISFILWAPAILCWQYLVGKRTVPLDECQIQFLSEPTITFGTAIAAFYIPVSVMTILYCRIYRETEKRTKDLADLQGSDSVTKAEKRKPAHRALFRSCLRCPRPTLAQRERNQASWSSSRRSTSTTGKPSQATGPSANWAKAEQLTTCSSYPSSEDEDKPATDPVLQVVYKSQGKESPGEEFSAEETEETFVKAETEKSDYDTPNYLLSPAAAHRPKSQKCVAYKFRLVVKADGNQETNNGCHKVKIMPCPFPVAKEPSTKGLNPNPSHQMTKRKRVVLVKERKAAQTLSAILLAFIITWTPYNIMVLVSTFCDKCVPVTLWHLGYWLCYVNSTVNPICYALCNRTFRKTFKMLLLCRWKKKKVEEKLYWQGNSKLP
CRFBP-R2 agonist – CRF-BP/CRF-R2 complex agonism; HEK293 CRF-R2/CRF-BP, calcium dye fluorescence (FLIPR); percent of saturating CRF peptide response; actives 0.46% (n = 350,000); AID 588473; activation, % at 13.2 µM;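 active = activation of at least 50%, plus an integration ratio under a set limit after plate pattern correction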;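 also: plate controls were neutral control wells without compound for no effect and CRF at EC100 for full effect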
CHRM5 agonist – agonists of human muscarinic M5 receptor (CHRM5) | activation, % at 3 µM | actives 0.19% (n = 360,000) | CHO-K1 hM5 cells, Fluo-8 calcium fluorescence; 0% DMSO wells, 100% maximal acetylcholine response;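 active = activation above the run's mean over test compounds plus 3 SD, cut at about 23% in these data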;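 also: signal is peak over basal fluorescence ratio across the kinetic read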
CHRM5 PAM – potentiates acetylcholine response at human M5 receptor; P08912; activation, % at 3 µM; CHO-K1 hM5, Fluo-8 calcium, ACh EC20 PAM; 0% = ACh EC20, 100% = ACh EC100; AID 624038; actives 0.3% (n = 360,000);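 active = activation above the run cutoff, the mean activation of all test compounds plus 3 SD, cut at about 18% in these data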
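Assay system: CHO-K1 hM5 cells. Also added: acetylcholine at EC20 concentration, added after compound. Dosing: 3 µM, single dose. Times: compound preincubation 140 s before EC20 acetylcholine addition. Signal: Fluo-8 calcium fluorescence. Measure: % activation relative to EC20 and EC100 ACh responses. Repeats: singlicate, one well per test compound.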
CRFR2-BP antag – antagonists of CRF-binding protein/CRF-R2 receptor complex | HEK293 CRF-R2/CRF-BP, CRF-induced calcium fluorescence | inhibition, % at 11.8 µM | actives 0.59% (n = 350,000);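 active = inhibition of the ligand-induced calcium signal above about 50% at the single tested concentration, limit read from the data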
* = called active by the depositor; . = no result given.

| cpd | M4 antag | M4 ag | CRFR2-BP antag | CHRM4 PAM | CRFBP-R2 agonist | CHRM5 antagonist | CHRM5 PAM | M1 PAM | CHRM5 agonist | SMILES |
| --- | --- | --- | --- | --- | --- | --- | --- | --- | --- | --- |
| 1 | -3 | 2 | -15 | -4 | -0.3 | 2 | 1 | -7 | -3 | CCOc1ccc(C(=O)Nc2ccc(C(=O)N3CCOCC3)cc2)c(OCC)c1 |
| 2 | 5 | 0 | 13 | -2 | -0.4 | 3 | -4 | 10 | 0 | O=C(NCCCN1CCOCC1)c1cc2ccccc2oc1=O |
| 3 | -7 | 2 | 9 | 1 | -4.2 | -1 | -2 | 4 | -4 | CC(C)(C)OC(=O)NCCc1nnc(SCc2ccc(Cl)cc2)o1 |
| 4 | -2 | 0 | 0 | -4 | -2.7 | 7 | 6 | 8 | 2 | C=CCn1c(C)csc1=Nc1ccc(C(=O)O)cc1 |
| 5 | -4 | 0 | -2 | 6 | -0.3 | -9 | 2 | 8 | -5 | CC1CC(C)CN(CCCNC(=O)COc2cc(=O)n(C)c3ccccc23)C1 (configuration not stated) |
| 6 | 2 | 0 | 6 | -5 | 0.1 | -9 | -1 | 6 | -6 | O=C1c2cccc3cccc(c23)C(=O)N1CCN1CCN(CC(O)COc2ccccc2)CC1 (configuration not stated) |
| 7 | 0 | 10 | 5 | -3 | -3.2 | 16 | -10 | -10 | 1 | COC(=O)C1CCN(C(=O)c2ccc(OC)c(S(=O)(=O)N3CCCc4ccccc43)c2)CC1 |
| 8 | 6 | 4 | -11 | -10 | -1.9 | 0 | -6 | -1 | 1 | CCC(Cc1ccccc1)NC(=O)c1ccc2nc(N3CCOCC3)sc2c1 (configuration not stated) |
| 9 | 7 | 0 | 23 | 10 | -0.1 | 7 | -12 | 1 | -2 | Cc1ccc(C)c(-c2nnc(NC(=O)COc3ccccc3)o2)c1 |
| 10 | -6 | 4 | -20 | -2 | -0.1 | 0 | 1 | -3 | 0 | Cc1cc(-c2ccccc2)n(-c2cc(N/N=C/c3ccccc3O)ncn2)n1 |

Continued.
| cpd | M4 antag | M4 ag | CRFR2-BP antag | CHRM4 PAM | CRFBP-R2 agonist | CHRM5 antagonist | CHRM5 PAM | M1 PAM | CHRM5 agonist | SMILES |
| --- | --- | --- | --- | --- | --- | --- | --- | --- | --- | --- |
| 11 | -8 | 2 | 11 | 13 | 0.7 | 6 | -6 | 9 | 0 | COc1ccc(-n2ncc3c(=O)n(CC(=O)OCc4ccccc4)cnc32)cc1 |
| 12 | 8 | 6 | 52* | -11 | 0.9 | 9 | -2 | -1 | -4 | Cc1nn(-c2ccc([N+](=O)[O-])cc2)c(N)c1-c1ccccc1 |
| 13 | 0 | 1 | -9 | -5 | -0.1 | 9 | 2 | 3 | -2 | CCS(=O)(=O)N1Cc2ccccc2CC1C(=O)Nc1ccc(F)c(F)c1 (configuration not stated) |
| 14 | 3 | 0 | . | 0 | . | 0 | 1 | -3 | -1 | CC1(C(=O)NS(=O)(=O)c2ccc(C#N)cc2)CCN1C(=O)CC1CCCCC1 (configuration not stated) |
| 15 | -14 | 1 | -16 | 2 | -1.7 | 7 | 2 | 10 | -5 | Cc1ccc2nc(N/C(=N/S(=O)(=O)c3ccc(F)cc3)c3ccccc3)sc2c1 |
| 16 | 5 | 1 | -8 | -2 | -0.2 | 4 | -1 | 10 | -1 | CCSCCOC(=O)C1=C(C)NC(=O)NC1c1ccccc1 (configuration not stated) |
| 17 | -15 | 0 | 0 | 15 | -1.4 | -2 | 7 | 20 | -4 | COc1cccc(-c2c[nH]c(=O)[nH]c2=O)c1 |
| 18 | -3 | 1 | 4 | 2 | 1.2 | -6 | 5 | 2 | -2 | CCNC(=O)CSc1nnc(-c2ccccc2Br)n1-c1cccc(C(F)(F)F)c1 |
| 19 | 7 | 1 | -19 | 14 | 1.5 | -10 | 13 | 18 | 4 | O=C(Nc1cccc(Cl)c1N1CCCCC1)c1ccc(N2CCOCC2)c([N+](=O)[O-])c1 |
| 20 | 17 | 12 | -8 | -8 | 1.5 | 6 | -9 | -8 | 5 | COc1ccc(NS(=O)(=O)c2ccc3c(c2)N(C(C)=O)CCS3)cc1 |

Continuation:
| cpd | M4 antag | M4 ag | CRFR2-BP antag | CHRM4 PAM | CRFBP-R2 agonist | CHRM5 antagonist | CHRM5 PAM | M1 PAM | CHRM5 agonist | SMILES |
| --- | --- | --- | --- | --- | --- | --- | --- | --- | --- | --- |
| 21 | 0 | 1 | -1 | 0 | 9.8 | 4 | -2 | 2 | 2 | CS(=O)(=O)N(CC(=O)N1CCOCC1)c1cccc(Cl)c1Cl |
| 22 | -1 | 3 | -9 | -2 | 0.4 | -1 | 4 | 5 | 3 | Cc1ccc(S(=O)(=O)Nc2cccc(-c3ccc4nncn4n3)c2)cc1 |
| 23 | -3 | 0 | 2 | 6 | -0.6 | 4 | 1 | 14 | 0 | Cc1ccccc1CC1SC(N)=NC1=O (configuration not stated) |
| 24 | 1 | 1 | -14 | -1 | -0.9 | 8 | 2 | 3 | 0 | Cc1nc2ccc(NC(=O)c3cnc(Cl)c(Cl)c3)cc2s1 |
| 25 | 5 | 0 | 0 | -2 | 0.5 | -1 | 3 | 1 | -8 | CCCN(C(=O)c1cn(C)c(=O)c2ccccc12)c1ccccc1C |
| 26 | -15 | 9 | -11 | -2 | 1.1 | 4 | -1 | -1 | -1 | COc1ccc(C)cc1NC(=O)CCS(=O)(=O)c1cc2c(cc1Cl)NC(=O)CO2 |
| 27 | 7 | 1 | -14 | -5 | 1.8 | -6 | -5 | 2 | 4 | Cc1ccc(NC(=O)CN2C(=O)N/C(=C\c3cccnc3)C2=O)cc1 |
| 28 | 2 | 3 | 22 | -1 | -2.5 | 3 | -10 | -2 | -1 | O=C(NCCO)C(O)C(O)C(=O)NCCO (configuration not stated) |
| 29 | 97* | 0 | -11 | -19 | -0.6 | 61* | -23 | 3 | -10 | O=C(NCCc1ccc(Cl)cc1)C1CCCO1 (configuration not stated) |
| 30 | 3 | 1 | 7 | -1 | 0.9 | 4 | 0 | 7 | -1 | CCCOc1ccc(C(=O)CCC(=O)OCC(=O)N(CC)c2c(N)n(Cc3ccccc3)c(=O)[nH]c2=O)cc1 |

The list goes on.
| cpd | M4 antag | M4 ag | CRFR2-BP antag | CHRM4 PAM | CRFBP-R2 agonist | CHRM5 antagonist | CHRM5 PAM | M1 PAM | CHRM5 agonist | SMILES |
| --- | --- | --- | --- | --- | --- | --- | --- | --- | --- | --- |
| 31 | -11 | 0 | 5 | -7 | 0.7 | 2 | 3 | 5 | -2 | CCCc1nc2c(o1)CC(CC(C)SCC)CC2=O (configuration not stated) |
| 32 | -17 | 1 | -15 | 4 | -4.1 | -6 | 2 | -3 | -4 | CCC1CCc2c(sc3ncnc(N4CCOCC4)c23)C1 (configuration not stated) |
| 33 | -5 | 1 | -4 | 9 | -0.1 | 0 | 3 | 10 | 2 | Cc1ccc(C)c(C(C)NC(=O)CC#N)c1 (configuration not stated) |
| 34 | -1 | 0 | -2 | 3 | -1.6 | 1 | -5 | 2 | 0 | CCOC(=O)n1c(=O)oc2ccccc21 |
| 35 | -6 | 6 | 10 | 0 | -1.0 | -12 | -8 | 4 | 0 | Cc1ccc(S(=O)(=O)N2CCN(C(=O)CCC(=O)NCc3cccc(C(F)(F)F)c3)CC2)cc1 |
| 36 | 2 | 0 | 2 | 1 | 1.4 | -1 | 4 | 8 | -2 | CC(C)C12CN3CCN(CC(C3)/C1=N\NC(=O)Nc1ccccc1)C2 |
| 37 | -10 | 1 | -2 | 11 | 0.9 | -8 | 2 | 0 | -3 | O=C(CSc1nnnn1-c1ccccc1)Nc1nsc(-c2ccc(Cl)cc2)n1 |
| 38 | 2 | 0 | -13 | 5 | -0.8 | 25 | 5 | 10 | -2 | Cc1cccc(C)c1NC(=O)CNC(=O)CNC(=O)c1ccc2ccccc2c1 |
| 39 | -5 | 0 | -33 | 8 | 0.9 | -5 | 1 | 3 | -4 | CN(C)C1NC(=O)c2cc(-c3ccccc3)sc2N1 (configuration not stated) |
| 40 | 2 | -1 | 8 | -1 | -3.8 | -5 | 1 | 2 | -3 | C[C@]12c3[nH]c4ccc(Cl)cc4c3CCN1C(=O)[C@@H](CC(=O)NCCCn1ccnc1)C[C@@H]2C(=O)N1CCCCC1 |

Ordered by formula weight (ascending): part of the list above
| cpd | M4 antag | M4 ag | CRFR2-BP antag | CHRM4 PAM | CRFBP-R2 agonist | CHRM5 antagonist | CHRM5 PAM | M1 PAM | CHRM5 agonist | SMILES |
| --- | --- | --- | --- | --- | --- | --- | --- | --- | --- | --- |
| 34 | -1 | 0 | -2 | 3 | -1.6 | 1 | -5 | 2 | 0 | CCOC(=O)n1c(=O)oc2ccccc21 |
| 32 | -17 | 1 | -15 | 4 | -4.1 | -6 | 2 | -3 | -4 | CCC1CCc2c(sc3ncnc(N4CCOCC4)c23)C1 (configuration not stated) |
| 40 | 2 | -1 | 8 | -1 | -3.8 | -5 | 1 | 2 | -3 | C[C@]12c3[nH]c4ccc(Cl)cc4c3CCN1C(=O)[C@@H](CC(=O)NCCCn1ccnc1)C[C@@H]2C(=O)N1CCCCC1 |

Later entries
| cpd | M4 antag | M4 ag | CRFR2-BP antag | CHRM4 PAM | CRFBP-R2 agonist | CHRM5 antagonist | CHRM5 PAM | M1 PAM | CHRM5 agonist | SMILES |
| --- | --- | --- | --- | --- | --- | --- | --- | --- | --- | --- |
| 41 | -15 | 1 | -3 | 1 | 4.9 | -8 | 10 | 11 | 4 | O=C(NC1CCN(Cc2ccccc2)CC1)c1ccc2c(c1)OCCCO2 |
| 42 | -7 | 4 | 16 | 0 | 1.1 | 7 | -2 | -7 | -9 | CCN(C(=O)CCc1nc(-c2ccc(OC)cc2)no1)c1cc(OC)ccc1OC |
| 43 | -1 | 6 | 1 | -2 | -1.0 | 20 | -8 | -5 | -1 | CC(C)(C)OC(=O)NCc1ccc(CNC(=O)c2nc[nH]c2C(=O)NCc2ccccc2)cc1 |
| 44 | -3 | 1 | . | -1 | . | -3 | 4 | -5 | 0 | COc1ccc(S(=O)(=O)NC(=O)C2(C)CCN2C(=O)Cc2cc(C)cc(C)c2)cc1 (configuration not stated) |
| 45 | 0 | 1 | -22 | 0 | 1.1 | 1 | -2 | -9 | 2 | CC(=O)Nc1nc2ccc(C(=O)NC3CCCCC3)cc2s1 |
| 46 | -6 | 0 | 1 | 5 | -0.6 | -9 | 6 | 9 | -2 | O=C1NCC(O)=C1C=Nc1ccccc1O |
| 47 | 37* | 0 | -10 | -46 | 0.1 | 31* | -33 | -15 | -20 | CC1CC(C)(C)OC(C[N+]2(C)CCCCC2)O1 (configuration not stated) |
| 48 | -4 | 0 | 3 | 4 | -0.4 | 6 | 2 | 3 | -3 | Brc1ccccc1-n1nnc(-c2cccnc2)n1 |

Fetched by structure from above, 3 records:
| cpd | M4 antag | M4 ag | CRFR2-BP antag | CHRM4 PAM | CRFBP-R2 agonist | CHRM5 antagonist | CHRM5 PAM | M1 PAM | CHRM5 agonist | SMILES |
| --- | --- | --- | --- | --- | --- | --- | --- | --- | --- | --- |
| 46 | -6 | 0 | 1 | 5 | -0.6 | -9 | 6 | 9 | -2 | O=C1NCC(O)=C1C=Nc1ccccc1O |
| 42 | -7 | 4 | 16 | 0 | 1.1 | 7 | -2 | -7 | -9 | CCN(C(=O)CCc1nc(-c2ccc(OC)cc2)no1)c1cc(OC)ccc1OC |
| 47 | 37* | 0 | -10 | -46 | 0.1 | 31* | -33 | -15 | -20 | CC1CC(C)(C)OC(C[N+]2(C)CCCCC2)O1 (configuration not stated) |
